Menin MLL FP TR = menin-MLL binding inhibition, Texas Red mutant peptide | Menin + Texas Red MLL mutant peptide, fluorescence polarization | Potency, µM (highest dose often 61.6 µM), for the others: at the top dose FP activity change, negative = inhibition, usual class: inhibitors | actives 0.23% (n = 270,000) | AID 1768; active means well fitted inhibition curve with a large enough effect in the polarisation, with a control signal flat, not every such curve was filed as active; inconclusive means small, poorly fitted or top-dose-only effect, or effect the other way, or a change in a side signal; inactive means no such curve, though single readings can be large or run the other way; the % refers to the polarisation; further: potency means the concentration at half of the fitted maximal effect; % of control where 0% means no effect; many of its hits are not listed in these tables
Giardia killer = kills Giardia lamblia; Giardia lamblia trophozoite viability; activity change, % at 7.66 µM, hits read low; actives 0.15% (n = 340,000); AID 540267; in the data active means activity change below about -80%; inconclusive means between about -30% and that limit;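 further: parasites exposed to compound for two days anaerobically before the ATP read; on the % scale 0 is the no-effect control and ±100 the full control effect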
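Trophozoite viability was measured as ATP-dependent luminescence, read 15-30 min after reagent addition. Before that, parasites at 100 cells/well were exposed to compounds for 48 h, anaerobically, at 37 deg C.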
PKM2 act = activators of human pyruvate kinase M2 | P14618 | purified PKM2, Kinase-Glo ATP luminescence, activation; response scale: 0% is enzyme alone, no compound | Potency, µM (doses to about 57.5 µM), without a hit: top-dose activation, hits mostly activators | actives 0.34% (n = 260,000) | AID 1631; further: potency means the concentration at half of the fitted maximal effect; on the % scale 0 is the no-effect control and ±100 the full control effect; nearly all actives have a fitted effect of over 55% in size
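Purified hPK-M2 (>95% pure) converted ADP (0.1 mM final) to ATP with 0.5 mM PEP in 50 mM imidazole pH7.2, KCl, MgCl2, Tween 20, BSA; 1 h at room temperature. ATP detected by Kinase-Glo luminescence.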
GALK inhibitor = galactokinase (human) inhibition. Purified GALK, Kinase-Glo residual ATP luminescence. Potency, µM (series often up to 57.5 µM), for inactives: top-dose activity change, negative = inhibition, most hits filed as inhibitors. P51570. actives 0.007% (n = 270,000); further: potency means the concentration at half of the fitted maximal effect; on the % scale 0 is the no-effect control and ±100 the full control effect
Target sequence (P51570 whole entry, looked up): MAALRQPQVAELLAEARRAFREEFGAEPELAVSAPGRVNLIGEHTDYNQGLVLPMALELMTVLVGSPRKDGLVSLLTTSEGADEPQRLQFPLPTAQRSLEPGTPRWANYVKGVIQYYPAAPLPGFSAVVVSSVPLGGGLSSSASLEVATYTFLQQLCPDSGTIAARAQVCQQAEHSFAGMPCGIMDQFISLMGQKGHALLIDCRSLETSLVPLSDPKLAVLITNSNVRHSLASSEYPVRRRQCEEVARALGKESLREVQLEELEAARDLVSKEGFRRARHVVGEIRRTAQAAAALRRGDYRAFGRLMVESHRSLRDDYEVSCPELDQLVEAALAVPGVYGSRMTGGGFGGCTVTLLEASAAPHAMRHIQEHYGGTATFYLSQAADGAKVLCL
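Galactose (100 uM) and ATP (35 uM) were turned over by 5 nM GALK for 1 h at RT. Kinase-Glo Plus then converted the remaining ATP into a luminescent signal.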
B2AR arrestin = agonists driving beta-arrestin recruitment to human beta2-adrenergic receptor. P07550. beta-arrestin recruitment to beta2AR, cell-based reporter. Potency, µM (doses to about 46.1 µM), inactives show at the top dose activation, usual class: activators. actives 0.02% (n = 330,000). AID 492947;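 further: potency means the concentration at half of the fitted maximal effect; 0% = DMSO controls and full agonism = EC100 isoproterenol or metaproterenol; nearly all actives have a fitted effect of over 65% in size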
Target sequence (P07550 whole entry, looked up): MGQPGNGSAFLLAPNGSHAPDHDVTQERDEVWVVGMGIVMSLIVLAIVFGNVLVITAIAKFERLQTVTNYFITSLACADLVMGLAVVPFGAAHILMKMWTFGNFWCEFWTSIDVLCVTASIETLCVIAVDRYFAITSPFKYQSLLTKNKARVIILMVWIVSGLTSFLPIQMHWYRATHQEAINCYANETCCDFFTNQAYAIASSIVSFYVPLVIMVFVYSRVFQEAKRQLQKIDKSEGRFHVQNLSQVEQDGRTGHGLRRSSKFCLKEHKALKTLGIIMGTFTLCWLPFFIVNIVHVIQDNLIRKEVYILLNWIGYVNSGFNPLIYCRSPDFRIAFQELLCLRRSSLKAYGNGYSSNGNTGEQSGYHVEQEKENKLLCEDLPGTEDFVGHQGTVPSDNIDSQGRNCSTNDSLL
Tb PFK inh = T. brucei PFK enzyme inhibition. O15648. T. brucei PFK, ADP-Glo luminescence. Potency, µM (series often up to 57.5 µM), inactives show at the highest dose activity, negative = inhibition, actives largely listed as inhibitors. actives 0.17% (n = 330,000). AID 485367;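 further: potency means the concentration at half of the fitted maximal effect; 0% = uninhibited 1x PFK enzyme wells and -100% = no-enzyme wells; nearly all actives have a fitted effect of over 60% in size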
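Activity is normalized to no-enzyme wells (full inhibition) and 1.25 nM enzyme wells (no inhibition). Reaction: 0.5 mM F6P, 0.1 mM ATP, 45 min RT, ADP-Glo luminescence; concentration-response curves fitted and classed by quality.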
Chronic BCR inh = blocks chronic active B-cell receptor signaling; Potency, µM (titrated, usually from 46.1 µM), without a hit: at the top dose ratio change, negative = lower green/red ratio, hits mostly inhibitors; AID 493014; ABC-DLBCL IkBa-CBG/CBR reporter, luminescence ratio, 4 h; actives 0.05% (n = 340,000); active means well fitted inhibition curve with a large enough effect in the signal ratio, with a control signal flat, not every such curve was filed as active; inconclusive means small, poorly fitted or top-dose-only effect, or effect the other way, or a change in a side signal; the % refers to the signal ratio;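 further: potency means the concentration at half of the fitted maximal effect; plate controls were basal doxycycline-induced cells for no effect and cells given 10 µM MG132 for full effect; MG132 reads +100%, hits lower the ratio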
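Concentration-response series (up to 46 uM) were applied to TMD8 dual-reporter cells for 4 h at 37C with doxycycline. Green/red ratio, after filter-overlap correction, defined %Activity; red signal alone was normalised to basal cells and zero luminescence.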
Coupling enz = counter-screen for Giardia aldolase inhibitors: coupling enzyme system; coupling enzyme system counterscreen, AmpLite Red fluorescence; activity change, negative = inhibition, % at 58.2 µM, hits read low; actives 0.67% (n = 290,000); in the data active means activity change below about -30%; further: on the % scale 0 is the no-effect control and ±100 the full control effect
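First, compound is pin-transferred into glyceraldehyde-3-phosphate coupling-enzyme reagent at 57.5 uM final and held 10 min at RT. Next, substrate, coupling system and AmpLite Red are added. After 20 min RT, fluorescence (525/598 nm) is read.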
ASM inhibitor = blocks human secretory acid sphingomyelinase | P17405 | placental ASM, HMU-PC fluorogenic substrate, 60 min | Potency, µM (series often up to 57.5 µM), inactives show at the highest dose activity change, negative = inhibition, hits mostly inhibitors | actives 0.006% (n = 340,000) | AID 504937; further: potency means the concentration at half of the fitted maximal effect
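Human placenta-derived ASM preincubated with compound 10 min at room temperature, then reacted with 9 uM (final) fluorogenic HMU-PC substrate for 60 min at 37 C. Stop solution raises pH to 10; fluorescence read at Ex 386/Em 447 nm.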
TSG101-PTAP inh = blocks PTAP/TSG101 interaction to inhibit HIV-1 budding | Potency, µM (series often up to 115 µM), for inactives: at the top dose activity change, negative = inhibition, most hits filed as inhibitors | AID 493005 | Fluorescence polarization, FITC-PTAP peptide / Tsg101 binding | 340,000 tested, under 10 active; active means well fitted inhibition curve with a large enough effect in the main read-out, with a control signal flat, not every such curve was filed as active; inconclusive means small, poorly fitted or top-dose-only effect, or effect the other way, or a change in a side signal; inactive means no such curve, though single readings can be large or run the other way; further: potency means the concentration at half of the fitted maximal effect; % of control where 0% means no effect
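Compounds were pin-transferred onto Tsg101 binding domain (10 uM final) in HEPES pH 7.5 buffer, then FITC-PTAP peptide was added at 50 nM final. After 20 min at RT, polarization reported peptide displacement across a qHTS concentration series.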
a7 integrin act = activators of alpha7 integrin expression for muscular dystrophy. alpha7betagal myoblasts, beta-gal FDG fluorescence, 48 h. Potency, µM (series often up to 38.3 µM), for inactives: top-dose activation, most hits filed as activators. actives 0.064% (n = 350,000). AID 624291;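 further: potency means the concentration at half of the fitted maximal effect; 100% = response of the positive control SU9516; nearly all actives have a fitted effect of over 60% in size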
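Alpha7betagal+/- myoblasts (passage 13) were plated 16-24 hr, then exposed to compounds (1:260 dilution of DMSO stock) for 48 hours at 37C. After MPER lysis, β-galactosidase reporter activity was read as FDG fluorescence (ex 480/em 540) after 30 minutes.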
The depositor's hits bear a star; ? = inconclusive; . = no result given; [ ] = remark or other dose. Unless noted, the call rests on the fitted dose curve; in most records, active means well fitted curve in the direction sought with a large enough effect; inconclusive means small, poorly fitted or top-dose-only effect, or another doubt; inactive means no such curve, though single readings can be large; an effect the other way counts as inactive or inconclusive. Some of the compounds tested. The share of hits here may be higher or lower than overall.

Second line of a record: Tb PFK inh, PKM2 act, ASM inhibitor, a7 integrin act, Giardia killer, B2AR arrestin, GALK inhibitor, Chronic BCR inh, TSG101-PTAP inh, Menin MLL FP TR, Coupling enz
Cc1ccc(-c2nnc(-c3cc(C)on3)o2)cc1
    0%, 0%, 4%, 0%, ?, -0.7%, ., 5%, -7%, ., -2
CC1(C)CC(=O)N(c2ccc(Cl)c(Cl)c2)C(=O)C1
    1%, ., 2%, -9%, -1, -0.2%, 1%, 1%, -4%, 27%, 0
CCC1(CC)N([O-])C(C)=C(c2ccccc2)[N+]1=O
    2%, -4%, 3%, 6%, 2, -1.0%, 0%, -10%, -2%, 3%, -1
COc1ccccc1N1CCN(C(=O)C2CCN(C(=O)c3ccccc3Cl)CC2)CC1
    -2%, -2%, -2%, 0%, -4, 0.2%, 7%, 1%, 0%, ., .
COc1ccccc1NC(=O)OCC#CCOC(=O)Nc1ccccc1OC
    3%, -22%, -1%, 6%, 32[activator], 0.2%, 8%, ?, 0%, -3%, -4
Cc1ccc(C(=O)COC(=O)C2CC(=O)N(c3nc(-c4ccccc4)cs3)C2)cc1 (centres undefined)
    -1%, -7%, -3%, 9%, -14, 0.1%, 2%, ?, -3%, -3%, -1
COc1ccc(-n2nc(N)c(C(N)=O)n2)cc1
    1%, -6%, 37%, 20%, -16, 3.4%, 0%, 4%, 3%, 1%, -1
COc1ccc(C)cc1NC(=O)CN1CCN(c2ccccc2F)CC1
    0%, 16%, -5%, -16%, 0, -0.2%, 0%, ?, -3%, -20%, 1
O=C1c2oc3ccccc3c(=O)c2C(c2cccnc2)N1Cc1ccco1 (centres undefined)
    -14%, ?, 2%, 0%, -1, -0.1%, 1%, 2%, -2%, -19%, 0
CSc1ccccc1OCc1cc(C(=O)N(Cc2nccn2C)C(C)C)no1
    4%, 0%, ., -3%, 3, 0.0%, -5%, 0%, -1%, ., .
COC(=O)/C(=C/c1ccc2c(c1)c1ccccc1n2C)NC(=O)c1ccccc1
    1%, 9%, 14%, 1%, 14, 0.1%, ., -1%, 9%, 15%, -1
Cc1cc(C(=O)N2CCCC(N3CCN(c4ccccc4C)CC3)C2)n(C)n1 (centres undefined)
    -2%, -3%, -3%, 0%, -14, 0.0%, -1%, 2%, -3%, ., .
CCOC(=O)CCCNC(=O)CCNC(=O)c1ccc(OC(C)C)cc1
    2%, 0%, 2%, 3%, -14, 0.0%, -2%, 2%, -9%, 14%, 2
CC(C)c1ccc(N(C(=O)c2csnn2)C(C(=O)NC2CCCC2)c2ccncc2)cc1 (centres undefined)
    1%, 1%, 0%, 10%, -4, -0.3%, -2%, 2%, 1%, 17%, 2
O=C(O)C1C2CCC(C2)C1C(=O)NCCc1ccc(F)cc1 (centres undefined)
    -5%, -2%[11.5 µM], 5%, -31%, 7, 0.0%, 5%, 5%, -1%, 0%, 3
CC(=O)NCC(c1cccs1)S(=O)(=O)c1ccc(F)cc1 (centres undefined)
    -1%, ., 6%, 12%, -16, -0.2%, -4%, 2%, -2%, ., .
COc1ccc(N(C(=O)Cn2nnc(-c3ccc(F)cc3)n2)C(C)C(=O)NC2CCCC2)cc1OC (centres undefined)
    -1%, 0%, -2%, -22%, 1, 0.2%, 12%, 2%, 0%, -10%, -7
CS(C)(=O)=NS(=O)(=O)c1ccc(Cl)cc1
    3%, -1%, 1%, 3%, -14, -0.5%, 2%, 1%, -5%, -1%, -3
COc1ccc2cc(CN(Cc3ccco3)Cc3nnnn3C3CCCCC3)c(=O)[nH]c2c1
    0%, -1%, -13%, -22%, 2, 0.5%, -3%, -16%, -5%, ?, -2
CC(=O)N1C(c2ccccc2O)C[C@]2(C)CC(=O)NC12 (some centres undefined)
    -2%, 0%, -1%, 31%, 9, 0.0%, 0%, 3%, 1%, 11%, 5
Cn1ccnc1SCC(=O)c1ccc(Cl)cc1
    -16%, -5%, 3%, -17%, -8, 3.7%, 1%, 18µM*, -2%, -9%, 0
Cc1nc2c(C)cccn2c1/C(O)=C1\C(=O)C(=O)N(CCN(C)C)C1c1ccco1 (centres undefined)
    -3%, 1%, 1%, 25%, -2, 0.5%, 9%, 0%, 0%, ., 0
Cn1c(/C=C(\C#N)C(N)=S)ccc1-c1ccc(Br)cc1
    -1%, -10%, -15%, ?, -11, 0.0%, 0%, ?, -11%, ?, 0
COc1ccc(CNn2c(C)nc3ccccc3c2=O)cc1
    4%, -7%, 4%, 9%, 6, -0.2%, -4%, 0%, -7%, ., 2
O=C(CSc1nnnn1Cc1ccccc1)Nc1ccccc1
    -3%, 2%, 3%, -40%, -17, -0.2%, 1%, ?, -7%, ., -1
Cc1ccc(NC(=O)c2cccc(S(=O)(=O)N3CCN(C)CC3)c2)cc1F
    -1%, -1%, 2%, -32%, 14, 0.2%, -1%, 1%, -3%, 21%, 3
O=C(c1ccco1)N1CCN(CCOc2ccc(F)cc2)CC1
    8%, ., 7%, -15%, -14, -0.3%, 1%, -1%, -2%, -25%, 0
O=C(NCC1CCCO1)c1cnn2c(C(F)F)cc(C3CC3)nc12 (centres undefined)
    0%, -2%, 7%, 31%, 8, 0.3%, -7%, 2%, -4%, ., .
COc1cc(OC)cc(C(=O)Nc2ccc(S(=O)(=O)Nc3ncccn3)cc2)c1
    9%, 2%, 1%, 5%, -21, -0.9%, -1%, 0%, 1%, 0%, 4
CCCn1nc(C(=O)Nc2ccc(S(=O)(=O)Nc3nccs3)cc2)c2ccccc2c1=O
    3%, 4%, -6%, 5%, 25, 0.3%, -3%, 17%, -3%, ., 8
CCOC(=O)CN1C(=O)CN(c2ccc(C)cc2)C1=O
    -6%, -21%, 4%, -8%, 4, -0.3%, 1%, 11%, -3%, 1%, -2
CCOC(=O)C1CCN(S(=O)(=O)c2ccc(CC)cc2)CC1
    -6%, 15%, -2%, 25%, -3, -0.6%, -1%, 11%, 1%, -7%, -3
O=C(CSc1nc2[nH]ncc2c(=O)[nH]1)c1ccccc1
    2%, 1%, -2%, 14%, -15, -0.2%, 0%, ?, 0%, 6%, 0
CCOC(=O)c1[nH]c2ccccc2c1NC(=O)NC(C)C
    -9%, -1%, 8%, -9%, -22, -0.4%, -1%, -4%, 1%, ., 0
CC(C)(C)N(Cc1ccccc1)C(=O)c1cccs1
    -2%, 1%[11.5 µM], -1%, 9%, 1, -0.1%, -3%, 1%, -4%, 0%, 7
Cn1c(-c2c(N)n(C3CCCC3)c3nc4ccccc4nc23)nc2ccccc21
    0%, -3%, 42%, 0%, -27, -0.9%, 4%, 2%, -5%, ?, -1
O=S(=O)(c1ccc(Cl)cc1)N1c2ccccc2Oc2nc3ccccc3nc21
    -4%, 3%, 31%[activator], 14%, -20, -0.4%, 0%, 1%, 0%, 9%, -7
Fc1ccccc1-c1[nH]ncc1-c1nnnn1-c1ccccc1
    2%, 27%, 8%, 21%, -11, -0.9%, ., 0%, -3%, ., -3
CCC(CC)C(=O)c1c[nH]c(C(=O)NCc2ccncc2)c1
    -4%, 6%, 5%, 10%, 6, -0.1%, 0%, -22%, 0%, 2%, -1
O=C(c1cccc(F)c1)n1nnc2ccccc21
    15%, -4%, 4%, 16%, 10, -0.1%, 2%, ?, -2%, 7%, 2
NC(=O)c1ccc([N+](=O)[O-])cc1SCc1ccccc1
    -4%, 1%, -2%, -15%, 9, -1.5%, -3%, 0%, -4%, ?, .
COc1ccc(CN2CCC(Oc3ccc(C(=O)N4CCCCC4)cc3)CC2)cc1C
    -2%, 0%, -1%, -36%, 11, -0.9%, 1%, -9%, 0%, -28%, 1
CCCn1c(=O)c2ccccc2n2c(SCC(=O)NCc3cccs3)nnc12
    -2%, -4%, -1%, 0%, -2, 0.4%, 1%, 9%, -1%, -5%, 0
CCN(CC(=O)Nc1ccc(NC(C)=O)cc1)C(=O)CN1C(=O)C2CCCCC2C1=O (centres undefined)
    -5%, ., -1%, -29%, 18, -0.7%, ., 5%, -1%, ., .
O=C(CC1SC(=Nc2ccccc2)N(CCO)C1=O)Nc1ccccc1 (centres undefined)
    -10%, -11%, -3%, 13%, 15, -1.0%, 4%, -3%, -6%, -4%, 2
CCSc1n[nH]c2nc3c(c(=O)n12)C1(CCCC1)Cc1ccccc1-3
    1%, 1%, ., 5%, -16, 0.1%, -7%, 0%, -4%, ?, -1
Cc1ccc(C)c(S(=O)(=O)N(C)Cc2cccs2)c1
    3%, ., -1%, -7%, -3, 0.0%, ., ?, -2%, ., .

Source: PubChem BioAssay
